From PubChem BioAssay
KCNQ2 inh: KCNQ2 potassium channel inhibitors, primary screen, cell-based, CHO-K1, FluxOR thallium flux, B-score (AID 2156); 20 min; stronger effect = lower value; B-score at 10 µM; Potassium voltage-gated channel subfamily KQT member 2 (Rattus norvegicus), O88943; actives 1.1% (n = 310,000);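 active = fluorescence ratio B-score at most minus 3 library SDs, with starting brightness B-score within 2 library SDs, cut at about -5.5 in these data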
Kir21 block: inhibitors of mouse Kir2.1 inward-rectifier potassium channel. Inward rectifier potassium channel 2 (Mus musculus), P35561. HEK293-Kir2.1, FluxOR thallium flux fluorescence; stronger effect = lower value. B-score at 10 µM. actives 0.85% (n = 310,000). AID 1672, 2009;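 active = fluorescence ratio B-score at or below minus 3 SD of library scores, with starting-brightness B-score within 2 SD, cut at about -4.2 in these data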;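 also: channel flux triggered by added potassium and thallium sulfate stimulus; B-score of peak minus minimum fluorescence over baseline after thallium stimulus; more negative B-score means stronger Kir2.1 block with less thallium influx; some compounds called inactive have numbers as strong as hits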
Target sequence (P35561 whole entry, looked up): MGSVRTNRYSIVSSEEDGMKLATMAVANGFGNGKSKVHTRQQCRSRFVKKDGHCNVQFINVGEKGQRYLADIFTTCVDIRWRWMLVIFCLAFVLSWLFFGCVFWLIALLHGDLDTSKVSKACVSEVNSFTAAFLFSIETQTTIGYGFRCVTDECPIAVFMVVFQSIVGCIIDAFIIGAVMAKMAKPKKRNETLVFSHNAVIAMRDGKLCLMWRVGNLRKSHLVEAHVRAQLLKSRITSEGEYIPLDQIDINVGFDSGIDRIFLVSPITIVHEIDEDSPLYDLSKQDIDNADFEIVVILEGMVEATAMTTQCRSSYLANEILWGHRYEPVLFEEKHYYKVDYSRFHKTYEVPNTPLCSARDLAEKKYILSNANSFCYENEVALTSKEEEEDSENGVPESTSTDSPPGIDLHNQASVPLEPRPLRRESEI
Numbers without * were called inactive; i = inactive.

no.	Structure	KCNQ2 inh	Kir21 block
1	COc1cc(NC(=O)COC(=O)c2ccc(S(=O)(=O)N3CC(C)CC(C)C3)cc2)c(C)cc1[N+](=O)[O-] (stereo unspecified)	i	0.8
2	COCCOc1ccc(C(F)(F)F)cc1NC(=O)CN1C(=O)NC(C)(c2ccc3c(c2)OCO3)C1=O (stereo unspecified)	i	1.3
3	CCCSc1nc2cc(S(=O)(=O)N3CCOCC3)ccc2n1CC	i	0.99
4	O=C(c1ccc(CS(=O)Cc2ccc(Cl)cc2)o1)N1CCN(c2ccccn2)CC1 (stereo unspecified)	i	-0.63
5	Cc1ccc2c(c1)C1C=CCC1C(C(=O)O)N2 (stereo unspecified)	i	0.1
6	CC(C)CC(=O)CN1C(=O)C2(OCCO2)c2ccccc21	i	1.1
7	COC(=O)CNC(=O)C1CCCN1C(=O)CNC(=O)OC(C)(C)C (stereo unspecified)	i	-0.02
8	CCC(=O)Nc1nc2ccccc2n1Cc1ccccc1	i	0.4
9	CCc1ccc(CCC(=O)Nc2sc3c(c2C#N)CCCC3)o1	i	2.5
10	O=C(CN1CCN(Cc2ccc3c(c2)OCO3)CC1)NCC(F)(F)F	i	0.03
11	O=C(CSc1nc2ccccc2[nH]1)Nc1ccc2c(c1)OCCO2	i	1.9
12	Cc1nc(-c2ccccc2)sc1C1(C)CC(c2cccc(F)c2)=NO1 (stereo unspecified)	i	0.27
13	Cc1cc(NC(=O)CN2C(=O)NC(Cc3ccccc3)C2=O)no1 (stereo unspecified)	i	-1.6
14	COc1ccc(C2C3=C(CC(C)(C)CC3=O)N(C)C3=C2C(=O)CC(C)(C)C3)cc1OC	i	-0.03
15	COc1ccc2[nH]c(=O)c(CN(C)C(=O)c3cccs3)cc2c1	i	-0.11
16	COc1ccc(N2CCN(C(=O)COc3ccc4c(C)cc(=O)oc4c3C)CC2)cc1	i	1
17	COc1ccc(N2CSC3=C(C#N)C(c4cccs4)CC(=O)N3C2)cc1 (stereo unspecified)	i	-0.29
18	Cc1nn(CC2CC2)c(=O)n1-c1cccc(Cl)c1	i	-2.1
19	CCOc1ccc(CC(=O)Nc2ccc(-c3ccc4nnc(C)n4n3)cc2)cc1	i	0.01
20	CC(=O)Nc1c(C)ccc2nsnc12	i	1.4
21	O=C(/C=C/c1ccco1)c1ccc(O)cc1	i	0.63
22	CC(=O)C1=C(O)C(=O)N(CCCn2ccnc2)C1c1ccc(C)cc1 (stereo unspecified)	i	-1.4
23	Cc1nnc(NC2(C(F)(F)F)C(=O)Nc3c2c(=O)n(C)c(=O)n3C)s1 (stereo unspecified)	i	0.55
24	S=C(NCc1ccccc1)Nc1cccc2ccccc12	i	0.09
25	CCCn1c(C(C)C)n[nH]c1=S	i	-0.52
26	Cc1cccc(CS(=O)(=O)Cc2ccc(C(=O)NCc3ccco3)o2)c1	i	-2.9
27	Cc1ccc(OC(=O)CCS(=O)(=O)c2ccc(C)cc2)cc1	i	0.46
28	COc1ccc(OC)c(NC(=O)c2sc3nc(C)cc(C)c3c2N)c1	i	-0.38
29	COc1ccc(-c2noc(CCC(=O)Nc3ccc4c(c3)OCCO4)n2)cc1	i	0.19
30	CC(C)(C)c1ccc(/C=N/NC(=O)c2ccccn2)cc1	i	-1.1
31	CCCOc1ccc(C(=O)Nc2ccc(S(=O)(=O)NC3=NCCCCC3)cc2)cc1	i	1.5
32	COC(Cc1nnc(SC)n1-c1ccc(Cl)cc1)OC	i	2.2
33	CCOc1cc(/C=C2/C(=O)ON=C2C)ccc1OCc1ccccc1	i	-2.8
34	CCN(Cc1ccccc1)C(=O)COc1cc(=O)n(CC)c2ccccc12	i	1
35	O=c1[nH]cnc2c1N1CCC2CC1	i	0.18
36	COc1ccccc1CNC(=O)COC(=O)Cc1ccc(F)cc1	i	1.3
37	CC1CN(C(=S)SCCN2Cc3ccccc3C2=O)CC(C)O1 (stereo unspecified)	i	-2.3
38	Cc1cc(C)nc(NNC(=O)NC2CCCCC2)n1	i	0.08
39	CCOC(=O)Cn1c(C)nc2c(C(=O)OCC)sc(C)c2c1=O	i	0.03
40	CCOC(=O)C[C@H]1c2cc(F)ccc2S(=O)(=O)N1c1cccc(OC)c1	i	-1.7
41	CCC1(C)Cc2c(sc3[nH]c(=O)[nH]c(=O)c23)CS1 (stereo unspecified)	i	0.25
42	COc1ccccc1C(=O)Nc1ccc2c(c1)nc1n2CCN(C2CCCCC2)C1	i	1.3
43	COc1cc2cc(C(c3nnnn3C3CCCC3)N(C)C3CCCCC3)c(=O)[nH]c2cc1OC (stereo unspecified)	-9*	0.83
44	CCc1ccc2c(c1)C1(SC(NC(C)=O)=NN1C(C)=O)C(=O)N2C(C)C (stereo unspecified)	i	0.72
45	CC(C)CC(=O)Nc1ccc(C(=O)CN2CCC(C)CC2)cc1	i	0.8
46	COc1ccc(CN(C(=O)c2nsc(Cl)c2Cl)C(C(=O)NC2CCCCC2)c2ccc(OC)cc2)cc1 (stereo unspecified)	i	0.03
47	Cc1ccc(C(=O)NCCCNc2ccccc2[N+](=O)[O-])cc1	i	-0.11
48	Cc1cccc(NC(=O)CSCC(=O)N=c2sccn2C)c1	i	-1.5
49	O=C(NCC(=O)N(Cc1ccc(F)cc1)C(C(=O)NC1CCCC1)c1ccco1)c1ccco1 (stereo unspecified)	i	0.04
50	Cc1noc(C)c1C(=O)OCC(=O)N(C)C1CCS(=O)(=O)C1 (stereo unspecified)	i	1.4
51	Cc1ccc(S(=O)(=O)N2CCOCC2)cc1C(=O)OCc1nnc(-c2ccccc2)o1	i	0.32
52	CCOC(OCC)c1cn(Cc2ccc3c(c2)C(=O)c2ccccc2C3=O)nn1	i	-1.1
53	Cc1ccc(N(C(=O)c2ccc(Br)o2)C2C=CS(=O)(=O)C2)cc1 (stereo unspecified)	i	-0.8
54	CN(CCCCN1CCOCC1)Cc1nc(-c2ccc3c(c2)OCO3)no1	i	0.48
55	CC(C)(C)C(=O)Nc1ccc(Cc2ccncc2)cc1	i	0.33
56	CCOc1cc(/C=N/NC(=O)C(=O)NC)cc(Br)c1O	i	-0.09
57	Cn1cccc1-c1nc2ccccc2n1Cc1ccccc1	i	-3.2
58	Fc1ccc(CSc2nnc(-c3cc4c(s3)-c3ccccc3CC4)o2)cc1	i	-0.66
59	CC1=NC(=O)C(N=Nc2cccc(O)c2)N1c1ccccc1 (stereo unspecified)	i	1.1
60	c1cc2c3c(cccc3c1)C(N1CCCCC1)=N2	i	-0.63

Structures listed so far that have a nitro group on carbon:
no.	Structure	KCNQ2 inh	Kir21 block
1	COc1cc(NC(=O)COC(=O)c2ccc(S(=O)(=O)N3CC(C)CC(C)C3)cc2)c(C)cc1[N+](=O)[O-] (stereo unspecified)	i	0.8
47	Cc1ccc(C(=O)NCCCNc2ccccc2[N+](=O)[O-])cc1	i	-0.11

Next part:
no.	Structure	KCNQ2 inh	Kir21 block
61	CN(C)C(=S)Nc1ccc2c(c1)OCO2	i	-0.76
62	CC(Cc1ccccn1)NC(=O)CCc1nnc(C2CCCCC2)o1 (stereo unspecified)	i	1.8
63	CCCS(=O)(=O)Nc1cccc(-c2cn3c(n2)SCC3)c1	i	0
64	CCc1ccc2nc(/N=C(\N)NC(=O)c3ccccc3)nc(C)c2c1	i	0.07
65	C/C(N)=C(/C#N)C(=O)COC(=O)c1ccc(C#N)cc1	i	0.42
66	CC(C)(C)NC(=O)c1cccc(NC(=O)Cc2ccc(Br)cc2)c1	i	-1.3
67	CCOC(=O)CSc1nc(C)cc(C)n1	i	-0.21
68	O=C(Nc1ccc(Cl)c(Cl)c1)c1ccc(Cn2c(=O)[nH]c3ccsc3c2=O)cc1	i	-0.93
69	S=C1CSc2ccccc2N1	i	-1.4
70	CCOc1ccc2nc(NC(=O)CN3C(=O)NC4(CCCC4)C3=O)sc2c1	i	0.31
71	N#C/C(=N/Nc1ccc(OC(F)(F)F)cc1)C(N)=S	i	-1.4
72	CC(CCc1ccccc1)NC(=O)/C=C/c1ccc(Cl)cc1 (stereo unspecified)	i	0.93
73	O=C(c1cccnc1)n1nc(NCc2ccccc2)nc1NCc1ccccc1	i	-1.3
74	CC(=O)c1c(C)[nH]c(C(=O)COC(=O)CNS(=O)(=O)c2ccccc2)c1C	i	-0.55
75	CCN(CC)S(=O)(=O)c1ccc(S(=O)(=O)N2CCC(C(=O)NC3CCN(Cc4ccccc4)CC3)CC2)cc1	i	-1.7
76	O=C(CSc1nnc(-c2ccncc2)n1Cc1ccco1)N1c2ccccc2Sc2ccc(Cl)cc21	i	-0.09
77	CSc1nnc(C(C)c2ncc(C(F)(F)F)cc2Cl)n1C (stereo unspecified)	i	0.6
78	COc1ccc(NC(=S)NCc2ccc(F)cc2)c(OC)c1	i	-0.02
79	CC(NCCO)C(=O)C12CC3CC(CC(C3)C1)C2 (stereo unspecified)	i	-1.2
80	Cc1c(Cl)cccc1NC(=S)NCc1ccccc1	i	0.61
81	C=CCNC(=S)NNC(=O)c1cccn(Cc2cccc(Cl)c2)c1=O	i	-0.75
82	CCOC(=O)c1[nH]c(C)c(C(=O)Nc2ccccc2C)c1C	i	2.8
83	Cc1cc(NC(=O)CN2CCN(S(=O)(=O)c3ccc(Cl)cc3)CC2)no1	i	0.34
84	CCCn1c(=S)[nH]c2cc(C(=O)N3CCN(C(=O)OCC)CC3)ccc2c1=O	i	0.39
85	Cc1cc(C(=O)N/N=C/c2ccc(-c3cccc(Cl)c3Cl)o2)n[nH]1	i	-0.69
86	CC(Oc1cccc(Cl)c1)C(=O)Nc1cc(S(=O)(=O)N2CCCCC2)ccc1N1CCOCC1 (stereo unspecified)	-7.6*	2.1
87	Cc1nc(-c2ccc(Cl)cc2)sc1C1(C)CC(c2ccc(OC(F)(F)F)cc2)=NO1 (stereo unspecified)	i	1.4
88	Cc1cccc(N2CCN(C(=O)/C=C/c3ccco3)CC2)c1C	i	1.6
89	CC(Oc1ccc(Cl)cc1)C(=O)Nc1nccs1 (stereo unspecified)	i	-1.1
90	Cc1nc(-c2ccc(F)cc2)c(CC(=O)N(C)CC(=O)Nc2ccc(Br)cc2C)s1	i	0.97

Additional structures follow:
nr	mol	KCNQ2 inh	Kir21 block
91	COc1ccc(-n2cnc3cc(NS(=O)(=O)c4ccccc4)ccc32)cc1	i	0.11
92	COc1cc(NS(=O)(=O)c2ccc(N/C=C(\C#N)c3nc4cc(Cl)ccc4o3)cc2)nc(OC)n1	i	0.21
93	CC(C)C[C@H](NC(=O)Nc1ccccc1F)C(=O)O	i	-0.14
94	CC(=O)Nc1ccc(NC(=O)C2CCCN2S(=O)(=O)c2cccc(C(F)(F)F)c2)cc1 (stereo unspecified)	i	-1.2
95	Cc1ccc(S(=O)(=O)c2c(N)n(NC(=O)c3ccccc3C)c3nc4ccccc4nc23)cc1	i	1.5
96	CCCSc1ccccc1C(=O)N1CCN(C(=O)c2ccco2)CC1	i	-0.53
97	Cc1cc(C)n(C(=O)CNC(=O)CCc2ccccc2)n1	i	0.12
98	Cc1onc(-c2c(Cl)cccc2Cl)c1NC(=O)N1CCSCC1	i	-0.53
99	COc1cc(N(C)C)c([N+](=O)[O-])cc1C(=O)N1CCOCC1	i	0.64
100	CCOc1cc(C2C(C(C)=O)=C(O)C(=O)N2CCc2c[nH]c3ccccc23)ccc1O (stereo unspecified)	i	2
101	COc1ccc(CNc2nc(=S)[nH]c3cc(OC)c(OC)cc23)cc1	i	1.4
102	Cc1onc(-c2ccccc2Cl)c1C(=O)OCC(=O)c1ccccc1	i	0.16
103	Cc1cccc(-c2nnc(SCc3ccc(C#N)cc3)n2Cc2ccco2)c1	-8.8*	-5.3*
104	CCCCCC(=O)Nc1ccc2oc(-c3ccncc3)nc2c1	i	-0.51
105	CCn1cc(C(=O)NCCCOC)c(=O)c2cc(S(=O)(=O)N(C)C3CCCCC3)ccc21	i	0.02
106	O=C(c1cc(-c2ccc(Cl)cc2)n(-c2ccc(Cl)c(Cl)c2)n1)N1CCOCC1	i	0.76
107	CC(C)NC(=O)COc1coc(CN2CCN(C(=O)c3ccco3)CC2)cc1=O	i	-0.74
108	Cc1ccc2[nH]c(C)c(CCNC(=O)NC3CCCCC3)c2c1	i	1.9
109	CC(C)Cn1c(N)c(C(=O)CSc2ncccn2)c(=O)n(C)c1=O	i	0.56
110	CCCCNS(=O)(=O)c1cccc(S(=O)(=O)N2CCCC2)c1	i	-2
111	O=S1(=O)CCN2C(Cc3ccc(SC(F)F)cc3)=CSC2=N1	i	0.04
112	CCCC1=Nc2cc(C(=O)N3CCC(C(N)=O)CC3)ccc2Sc2ccccc21	i	-1
113	Cc1ccc(Sc2ncccc2NC(=O)c2ccccc2Cl)cc1	i	-1.9
114	Nc1nc(Nc2ccccc2F)nc(N2CCOCC2)c1[N+](=O)[O-]	i	0.74
115	Cc1c(C=O)c(C=O)c(C)n1Cc1ccccc1	i	-1.1
116	CCOC(=O)CCS(=O)(=O)c1nc(-c2ccccc2)cc(C(F)(F)F)n1	i	-3
117	CCCCN(CCCNC(=O)C1CCCN(S(=O)(=O)CCC)C1)Cc1ccccc1 (stereo unspecified)	i	-0.13
118	COc1ccccc1N(CC(=O)NC(C)(C)C)C(=O)Cn1nnc(-c2ccc(C)o2)n1	i	1.9
119	CCOc1ccc(NC(=O)N2CC=C(n3c(=O)[nH]c4ccccc43)CC2)cc1	i	2.7

One compound at a time (already shown).
CCCCN(CCCNC(=O)C1CCCN(S(=O)(=O)CCC)C1)Cc1ccccc1 (stereo unspecified) in the list: KCNQ2 inh: i; Kir21 block: -0.13
CCCCNS(=O)(=O)c1cccc(S(=O)(=O)N2CCCC2)c1 in the list: KCNQ2 inh: i; Kir21 block: -2

Marked active in Kir21 block, among the entries above:
nr	mol	KCNQ2 inh	Kir21 block
103	Cc1cccc(-c2nnc(SCc3ccc(C#N)cc3)n2Cc2ccco2)c1	-8.8*	-5.3*
